Bioassay records deposited in PubChem by Sanford-Burnham Center for Chemical Genomics.
Mdm2-MdmX inh = inhibitors of human Mdm2/MdmX interaction | SaOS-2 split-luciferase Mdm2/MdmX complementation, luminescence | inhibition, % at 8 µM | 3% of 330,000 active | AID 485346;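 active = inhibition of at least 50% at 8 µM in the primary screen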
NR3A LBD binder = modulators (binders) of human NR3A ligand-binding domain; NR3A LBD differential scanning fluorimetry, Tm shift; 0% = protein alone, 100% = glycine-bound protein; Tm shift relative to glycine control, % at 25 µM; 2.5% of 340,000 active;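 active = melting temperature shift of at least 10% of the positive control shift, at one fixed dose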
tim23-1 inh = growth inhibitors of tim23-1 mutant yeast; 1.3% of 330,000 active; S. cerevisiae tim23-1 growth, BacTiter-Glo luminescence, 24 h; inhibition, % at 20 µM;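 active = growth inhibition of the mutant yeast at or above 50%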;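 also: temperature-sensitive mutant grown at 25 °C; plate controls were DMSO-treated mutant yeast for no effect and medium wells lacking yeast for full effect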
NALP3 yeast inh = NALP3 inhibition in yeast; Yeast reconstituted NLRP3/ASC/caspase-1, beta-gal luminescence, 24 h; inhibition, % at 10 µM; 0.39% of 330,000 active; AID 2825;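 active = inhibition of 50% or more; inactive = inhibition below 50%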;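 also: plate controls were induced DMSO wells for no effect and uninduced yeast grown without galactose for full effect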
UPR XBP1 act = activators of adaptive arm of unfolded protein response (XBP1). 0.33% of 330,000 active. AID 463104. CHO-XBP1 luciferase reporter, IRE1-XBP1 UPR activation, luminescence; percent of tunicamycin response, DMSO as zero. activation, % at 20 µM;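 active = versus positive control, 20 µM dose yields 30% or more activation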;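 also: 100% = tunicamycin at 10 µg/mL and 0% = DMSO only wells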
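Assay system: IRE1-XBP1 luciferase reporter CHO line. Input: 1000 cells/well. Buffer or medium: F12 with 10% serum. Doses: 20 µM, 1% DMSO. Times: overnight seeding at 37 °C, 6 h compound treatment at 37 °C. Technique: Steady-Glo luciferase glow luminescence, 10 min after reagent addition.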
TIM10 inh = TIM10 yeast growth inhibition | S. cerevisiae TIM10 strain growth, BacTiter-Glo luminescence, 24 h | 1.4% of 330,000 active | inhibition, % at 10 µM | AID 463195;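 active = inhibition of 40% or more at the single tested concentration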;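 also: wild-type TIM10 isogenic control strain grown at permissive 25 °C; 0% = DMSO yeast wells and 100% = minimal medium wells without yeast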
APJ agonist = activates the human apelin receptor APJ; 0.11% of 330,000 active; activation, % at 20 µM; P35414; CHO-K1 APJ PathHunter beta-arrestin, luminescence; 0% DMSO wells, 100% apelin;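 active = activation more than six SD over the plate average, tested at 20 µM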;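 also: 0% = DMSO alone and 100% = apelin-13 at 10 nM; some results filed as inactive read as strong as hits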
Target sequence (P35414 whole entry, looked up): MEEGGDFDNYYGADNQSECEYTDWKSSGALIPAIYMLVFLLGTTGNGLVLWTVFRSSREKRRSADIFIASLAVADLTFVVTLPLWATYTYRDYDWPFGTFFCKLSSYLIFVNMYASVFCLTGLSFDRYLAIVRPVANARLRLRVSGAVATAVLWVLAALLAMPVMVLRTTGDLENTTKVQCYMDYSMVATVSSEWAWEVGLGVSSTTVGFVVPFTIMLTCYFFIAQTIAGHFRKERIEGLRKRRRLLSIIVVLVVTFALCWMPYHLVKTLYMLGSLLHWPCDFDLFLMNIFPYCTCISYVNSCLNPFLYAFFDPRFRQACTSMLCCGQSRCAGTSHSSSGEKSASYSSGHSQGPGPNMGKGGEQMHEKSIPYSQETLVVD
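system = engineered CHO-K1 APJ arrestin reporter cells | input = 1000 cells per well | timing = overnight seeding, 90 min compound at 25 °C, 1 h detection | measured by = enzyme-fragment complementation luminescence | read-out = beta-arrestin recruitment to APJ as agonist activity, luminescent signal | control set = negative DMSO alone, positive Apelin-13 at 10 nM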
tim10-1 inh = growth inhibitors of tim10-1 mutant yeast; S. cerevisiae tim10-1 ts strain growth, BacTiter-Glo, 24 h; inhibition, % at 20 µM; 2.2% of 330,000 active; AID 463190;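 active = inhibition of at least 40%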;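 also: mutant grown at 25 °C; 0% = DMSO wells with yeast and 100% = wells holding no yeast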
UPR CHOP act = activators of apoptotic arm of unfolded protein response (CHOP); activation, % at 10 µM; 0.34% of 330,000 active; CHO-CHOP luciferase reporter, UPR activation, luminescence; percent of tunicamycin response over DMSO baseline; AID 449763;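 active = at 10 µM dose, activation of 40% or more, normalized to positive control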;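 also: 100% = tunicamycin at 10 µg/mL and 0% = DMSO alone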
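Evaluation: % reporter activation, DMSO baseline versus tunicamycin full activation; System: CHO-CHOP luciferase reporter cell line; Input: 500 cells/well; Incubation: 6 h compound treatment, 37 °C; Measured by: Steady-Glo luciferase luminescence; Dosing: one dose, 10 µM in 0.5% DMSO; Buffer or medium: F12 medium, 10% FBS; Benchmarks: positive tunicamycin 10 µg/mL, negative DMSO alone.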
Numbers without * were called inactive; . = no result given.

SMILES	Mdm2-MdmX inh	NR3A LBD binder	tim23-1 inh	NALP3 yeast inh	UPR XBP1 act	TIM10 inh	APJ agonist	tim10-1 inh	UPR CHOP act
COc1ccc(Br)cc1S(=O)(=O)N1CCCC1	10	1	-3	-3	3	4	0	17	-0.8
CC(C)OC(=O)c1cc2c(ccn2-c2ccc(F)cc2)n1CC(=O)N1CCN(C(=O)c2ccco2)CC1	6	-3	19	14	-2	-1	5	10	1.0
Cc1ccc(C2(c3noc(CN4CCOCC4)n3)CCCC2)cc1	10	-1	9	-7	0	-11	-6	-3	-0.4
O=C(Nc1nnc(-c2cccs2)o1)C1CC1	24	-1	-10	8	1	-6	0	-28	1.3
COC(=O)CN1C2=NCCCN2c2ccccc21	8	-1	7	20	4	9	-1	-4	0.5
O=C(Nc1cccc(S(=O)(=O)N2CCOCC2)c1)C12CC3CC(CC(C3)C1)C2	5	0	10	10	-1	-6	1	4	1.5
COC(=O)c1nn(-c2ccc(C)cc2)c2nnc(Cc3ccccc3)c(=O)n12	5	-4	-2	4	0	-21	-2	18	0.9
O=c1[nH]n(-c2ccccc2)c(=O)c(Cl)c1Cl	22	1	24	-5	-2	8	-3	33	0.0
CCc1ccc(-c2nc(-c3ccncc3)no2)cc1	-66	1	2	33	-5	10	1	-11	-2.2
Cc1ccc(OCCN2CCCCCC2)c(C)c1	-16	1	7	33	-2	-7	-2	-8	-1.2
O=C(NC(=S)Nc1ccc(NC(=O)c2cccs2)cc1)c1cc2ccccc2o1	52*	29*	3	4	121*	15	-4	-3	57*
COc1cc(NC(=O)Cn2ccsc2=N)cc(OC)c1	-9	-4	9	0	1	-4	1	22	1.9
Cc1c(NC(=O)c2cccs2)c(=O)n(-c2ccccc2)n1C	-5	0	10	5	1	10	0	-4	0.7
c1ccc(Cn2c(NCc3ccncc3)nc3ccccc32)cc1	25	-4	5	15	-8	4	-2	-7	0.2
Cc1ccnc2nc(C(=O)OCC(=O)NCCc3ccccc3)nn12	-3	-1	21	-2	-2	-1	-1	-5	0.3
CCOC(=O)COc1ccc(S(=O)(=O)N2CCN(C(=O)OCC)CC2)cc1	3	-3	-3	15	-6	-5	-5	2	0.6
CC(=O)c1ccc(N2CCN(S(=O)(=O)c3ccc4c(c3)CC(C)N4C(C)=O)CC2)cc1 (centres undefined)	15	0	15	4	-2	6	7	38	9.9
CN(C)c1ccc(C(=O)N2CCCC2)cc1	2	-1	-1	9	2	14	-2	2	-0.4
Cc1[nH]c2ccc(C(=O)NCCN3CCCCCC3)cc2c1C	18	-1	9	6	-4	-1	4	13	1.1
O=C(O)CCCNS(=O)(=O)c1ccc2c(c1)OCCCO2	23	-2	7	2	-3	5	1	8	1.6
Cc1nn(-c2ccccc2)c(Cl)c1/C=C1/C(=N)N2N=C(C(C)C)SC2=NC1=O	2	-10	19	6	-2	8	4	12	-0.6
CCOc1ccc(OCC(=O)OCc2cc(=O)n3cc(Br)ccc3n2)cc1	24	1	7	23	1	4	-4	8	-0.6
Cc1cccc(OCC(=O)NCc2ccccc2)c1	9	1	11	4	-5	5	-1	18	-1.0
COc1ccc(Cl)cc1NC(=O)Nc1ccc(C(=O)N2CCOCC2)cc1	27	-4	1	6	-5	11	1	-1	1.2
CSC1=C(C#N)C2(CCCC2)C(C#N)=C(N)N1	31	.	-8	17	-4	-15	0	-12	-0.1
O=C(O)CCC(=O)Nc1ccc(S(=O)(=O)c2ccc(NC(=O)CCC(=O)O)cc2)cc1	18	2	-6	23	-1	-4	-2	-5	-1.7
CCOc1ccc(N2C(=O)CC(N(C)Cc3ccccc3)C2=O)cc1 (centres undefined)	21	0	28	29	0	20	-2	22	-1.0
O=C(Nc1cccc(S(=O)(=O)N2CCCCC2)c1)C1CC(=O)N(c2ccc3c(c2)OCCO3)C1 (centres undefined)	23	-5	10	2	-5	9	-2	12	1.6
Cn1c(CCNC(=O)c2ccccc2F)nnc1SCC(=O)Nc1ccccc1F	-18	-1	6	0	-2	-11	0	6	0.9
Cc1ccc(S(=O)(=O)Nc2cnc3ccccc3c2)cc1	20	0	3	8	-5	-15	-1	-18	5.0
O=C(c1ccc(S(=O)(=O)N2CCCC2)cc1)N1CCC(CN2C(=O)c3cccc4cccc(c34)C2=O)CC1	34	0	27	16	5	19	2	20	1.1
C[C@H](NC(=O)[C@@H]1Cc2ccccc2CN1)C(=O)Nc1ccc2c(c1)OCCO2	12	1	-13	4	-6	-8	-3	-10	-2.4
CCOC(=O)C1=C(OCc2ccc(Cl)cc2)C2C=C(C)C=CC2N=C1 (centres undefined)	25	1	27	6	-3	-1	-4	32	-1.5
CC(O)[C@H]1CNC(=O)C(=O)N1CC1CCCCC1 (some centres undefined)	14	1	-6	11	-1	7	-5	2	-0.5
Cc1ccc(N2C(=O)C3C(C2=O)N2C(c4cccs4)C4C(=O)N(c5ccc(C)cc5)C(=O)C4N2C3c2cccs2)cc1 (centres undefined)	17	4	22	9	-2	14	-3	7	-1.7
O=C1c2nccnc2C(=O)N1c1ccc(C(F)(F)F)cc1	-14	-1	10	7	2	-25	0	9	0.6
COc1ccccc1N1CCN(S(=O)(=O)c2cn(C)nc2C)CC1	-24	3	1	10	-2	13	2	3	-1.8
CC1(C)Cc2c(cnn2-c2ccccc2)-c2c1c1ccccc1n2CC(O)CCl (centres undefined)	16	-5	21	12	-3	16	0	32	1.5
Cc1c(NS(=O)(=O)c2ccc(NCC3CCCO3)c([N+](=O)[O-])c2)c(=O)n(-c2ccccc2)n1C (centres undefined)	20	-6	-5	6	-1	3	-4	-3	-0.4
COc1ccc(OCC(O)CN(CC(O)COc2ccc(OC)cc2)c2cccc(O)c2)cc1 (centres undefined)	14	-2	24	6	-2	0	3	32	2.2

Records above that bear a hit mark in Mdm2-MdmX inh.
| Compound | Mdm2-MdmX inh | NR3A LBD binder | NALP3 yeast inh |
| --- | --- | --- | --- |
| O=C(NC(=S)Nc1ccc(NC(=O)c2cccs2)cc1)c1cc2ccccc2o1 | 52* | 29* | 4 |

Following part:
SMILES	Mdm2-MdmX inh	NR3A LBD binder	tim23-1 inh	NALP3 yeast inh	UPR XBP1 act	TIM10 inh	APJ agonist	tim10-1 inh	UPR CHOP act
CCn1c(N)c(C(=O)Nc2ccccc2C(=O)OC)sc1=S	22	3	16	26	6	15	-2	22	-0.8
CCc1c(C)nc2ncnn2c1Nc1ccccc1C	13	-4	6	11	-3	11	0	13	1.5
CN(CC(=O)OCC(=O)NC(=O)c1cccn1C)S(=O)(=O)c1ccc(Cl)cc1	5	1	4	11	-2	-8	5	-4	0.6
CCc1ccc(N2CCN(S(=O)(=O)CC34CCC(CC3=O)C4(C)C)CC2)cc1 (centres undefined)	16	0	34	12	-4	10	3	10	3.2
COCCN(C(=O)c1ccco1)c1nnc(-c2ccc(OC)c(OC)c2)s1	10	0	-2	17	12	-3	-1	0	-0.4
COc1ccccc1C(=O)Nc1ccccc1SC(=O)c1ccccc1OC	63*	-1	42	30	34*	39	2	43*	12
COc1ccc(CN(C(=O)c2ccccc2Br)C2CCS(=O)(=O)C2)cc1 (centres undefined)	1	0	13	17	-1	6	7	5	0.0
S=C(Nc1ccccc1)N(Cc1ccccc1)Cc1ccncc1	20	-1	15	-3	-1	1	-1	18	0.3
OC(CN1CCN(c2cccc(Cl)c2)CC1)c1ccccc1 (centres undefined)	3	-1	13	30	0	-4	-3	8	0.0
CC(C)(CNC(=O)c1ccc(NS(=O)(=O)c2ccc(F)cc2)cc1)N1CCOCC1	18	1	-1	23	-3	4	-4	4	-1.1
COc1ccc(OC)c(-n2nnnc2SCC(=O)NCc2ccc3c(c2)OCO3)c1	8	11*	26	9	0	20	5	22	0.9
O=C(Nc1ccc(Cl)cc1)[C@@H]1[C@@H]2C(=O)N(c3cccc(F)c3)C(=O)[C@@H]2[C@H]2C=CC=NN21	6	1	24	12	-4	22	-1	22	0.6
N=C1C(c2ccccc2)=C(O)CN1c1cccc(S(=O)(=O)Nc2cccc(C(F)(F)F)c2)c1	-5	-2	8	8	-2	7	-4	3	-0.3
O=C(c1cccc(S(=O)(=O)N2CCCCC2)c1)N(CCc1ccccc1)Cc1ccccc1	14	2	23	1	3	1	1	18	-0.1
CCc1nnc(NC(=O)CSc2nnc(Cc3ccccc3)n2Cc2ccccc2)s1	16	-2	15	20	-1	12	-4	24	-1.3
CC(=O)c1ccc(N2CCN(CC(O)COCc3ccco3)CC2)cc1 (centres undefined)	-14	-3	2	-5	-2	-6	-2	5	2.3

In a second layout: entries from further up.
smiles: S=C(Nc1ccccc1)N(Cc1ccccc1)Cc1ccncc1
  Mdm2-MdmX inh = 20
  NR3A LBD binder = -1
  tim23-1 inh = 15
  NALP3 yeast inh = -3
  UPR XBP1 act = -1
  TIM10 inh = 1
  APJ agonist = -1
  tim10-1 inh = 18
  UPR CHOP act = 0.3
smiles: OC(CN1CCN(c2cccc(Cl)c2)CC1)c1ccccc1 (centres undefined)
  Mdm2-MdmX inh = 3
  NR3A LBD binder = -1
  tim23-1 inh = 13
  NALP3 yeast inh = 30
  UPR XBP1 act = 0
  TIM10 inh = -4
  APJ agonist = -3
  tim10-1 inh = 8
  UPR CHOP act = 0.0
smiles: CC(C)(CNC(=O)c1ccc(NS(=O)(=O)c2ccc(F)cc2)cc1)N1CCOCC1
  Mdm2-MdmX inh = 18
  NR3A LBD binder = 1
  tim23-1 inh = -1
  NALP3 yeast inh = 23
  UPR XBP1 act = -3
  TIM10 inh = 4
  APJ agonist = -4
  tim10-1 inh = 4
  UPR CHOP act = -1.1
smiles: COc1ccc(OC)c(-n2nnnc2SCC(=O)NCc2ccc3c(c2)OCO3)c1
  Mdm2-MdmX inh = 8
  NR3A LBD binder = 11*
  tim23-1 inh = 26
  NALP3 yeast inh = 9
  UPR XBP1 act = 0
  TIM10 inh = 20
  APJ agonist = 5
  tim10-1 inh = 22
  UPR CHOP act = 0.9

A different layout for some results above.
| SMILES | Mdm2-MdmX inh | NR3A LBD binder | tim23-1 inh | NALP3 yeast inh | UPR XBP1 act | TIM10 inh | APJ agonist | tim10-1 inh | UPR CHOP act |
| --- | --- | --- | --- | --- | --- | --- | --- | --- | --- |
| OC(CN1CCN(c2cccc(Cl)c2)CC1)c1ccccc1 (centres undefined) | 3 | -1 | 13 | 30 | 0 | -4 | -3 | 8 | 0.0 |
| S=C(Nc1ccccc1)N(Cc1ccccc1)Cc1ccncc1 | 20 | -1 | 15 | -3 | -1 | 1 | -1 | 18 | 0.3 |
| O=C(c1cccc(S(=O)(=O)N2CCCCC2)c1)N(CCc1ccccc1)Cc1ccccc1 | 14 | 2 | 23 | 1 | 3 | 1 | 1 | 18 | -0.1 |
| COc1ccccc1C(=O)Nc1ccccc1SC(=O)c1ccccc1OC | 63* | -1 | 42 | 30 | 34* | 39 | 2 | 43* | 12 |
| CCc1ccc(N2CCN(S(=O)(=O)CC34CCC(CC3=O)C4(C)C)CC2)cc1 (centres undefined) | 16 | 0 | 34 | 12 | -4 | 10 | 3 | 10 | 3.2 |
| N=C1C(c2ccccc2)=C(O)CN1c1cccc(S(=O)(=O)Nc2cccc(C(F)(F)F)c2)c1 | -5 | -2 | 8 | 8 | -2 | 7 | -4 | 3 | -0.3 |
